Screening results deposited in PubChem BioAssay by several laboratories.
OX1R antag-1: antagonists of human orexin 1 receptor; O43613; CHO/OX1R cells, Fluo-8 calcium fluorescence, orexin A; inhibition, % at 5 µM; 0.43% of 330,000 active; AID 434989;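 active = inhibition above its plate's threshold, mean inhibition of all tested compounds on the plate plus 3 SD, cut at about 37% in these data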;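 also: 0% = orexin A challenge wells and 100% = SB-334867-A antagonist wells; not every result past the cut was called active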
Target sequence (O43613 whole entry, looked up): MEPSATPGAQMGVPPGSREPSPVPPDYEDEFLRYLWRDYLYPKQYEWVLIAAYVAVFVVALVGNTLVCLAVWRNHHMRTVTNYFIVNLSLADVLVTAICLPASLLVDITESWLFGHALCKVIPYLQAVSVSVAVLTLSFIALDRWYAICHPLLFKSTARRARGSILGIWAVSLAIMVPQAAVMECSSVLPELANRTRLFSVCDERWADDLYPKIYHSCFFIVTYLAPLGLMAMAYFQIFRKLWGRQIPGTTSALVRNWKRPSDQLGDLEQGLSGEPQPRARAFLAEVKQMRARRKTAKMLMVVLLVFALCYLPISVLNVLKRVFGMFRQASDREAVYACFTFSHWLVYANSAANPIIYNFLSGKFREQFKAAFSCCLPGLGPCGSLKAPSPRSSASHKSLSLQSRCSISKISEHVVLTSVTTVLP
OX1R antag-2: OX1R (human) antagonism. OX1R-expressing cells, FRET antagonist read-out. inhibition, % at 6.6 µM. 1.8% of 330,000 active. AID 485270; in the data active = inhibition mostly above about 38%, no sharp cut-off; inactive = mostly below about 40%;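 also: 0% = agonist challenge alone and 100% = reference antagonist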
STK33 inh: inhibitors of human STK33 kinase; purified STK33, MBP phosphorylation, ADP-Glo luminescence; inhibition, % at 10 µM; AID 2661; 0.073% of 320,000 active;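 active = inhibition at or above 25%, using the most active replicate where run in duplicate; inactive = inhibition below 25%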
Target sequence (Q9BYT3 whole entry, looked up): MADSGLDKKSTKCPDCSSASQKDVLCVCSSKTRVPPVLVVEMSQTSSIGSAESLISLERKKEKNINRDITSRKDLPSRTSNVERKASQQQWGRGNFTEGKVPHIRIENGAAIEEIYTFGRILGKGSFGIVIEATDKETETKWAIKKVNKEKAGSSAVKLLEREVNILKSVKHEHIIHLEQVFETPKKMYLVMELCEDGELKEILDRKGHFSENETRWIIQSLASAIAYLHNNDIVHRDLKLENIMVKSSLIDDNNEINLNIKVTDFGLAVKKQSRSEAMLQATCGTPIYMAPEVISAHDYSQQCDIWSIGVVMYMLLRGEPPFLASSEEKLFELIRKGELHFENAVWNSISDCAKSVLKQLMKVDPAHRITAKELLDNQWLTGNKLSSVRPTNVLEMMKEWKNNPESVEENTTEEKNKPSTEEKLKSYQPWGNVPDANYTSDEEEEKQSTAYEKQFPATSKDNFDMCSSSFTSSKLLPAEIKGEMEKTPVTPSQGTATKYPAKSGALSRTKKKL
Starred values were filed as active, the others as inactive; . = no result given.

SMILES | OX1R antag-1 | OX1R antag-2 | STK33 inh
O=C1CCN(S(=O)(=O)c2ccccc2)CCN1CCOCc1ccc(F)cc1 | -7 | 25 | -0.4
Cc1ccc(NC(=O)CS(=O)CC(=O)N(CC(=O)NC2CCCC2)c2cc(C)ccc2C)cc1 (configuration not stated) | -19 | 2 | 2.6
O=C(Nc1ccccc1)C1CC2CCC1C2 (configuration not stated) | -21 | 25 | -1.3
O=C(c1cccs1)N(CC1CCCO1)c1nc(-c2ccccc2)cs1 (configuration not stated) | -30 | 12 | 0.9
Cc1ccc(NS(=O)(=O)c2cccc(C(=O)NCCCN3CCOCC3)c2)cc1 | -27 | 3 | -0.4
Cn1nnc2cc(C(=O)NC(C)(C)C)ccc21 | -17 | 8 | -1.3
O=C(CC1NCCc2ccccc21)Nc1ccc(Cl)cc1 (configuration not stated) | -22 | 23 | -1.5
Cc1cccc2c3c([nH]c12)C(=O)CC(C)(C)S3 | -18 | 20 | -1.0
NC(=O)c1cccc2ccccc12 | -1 | 3 | -2.1
CC1C(=O)NC(=O)C1c1ccccc1 (configuration not stated) | -10 | 2 | -1.3
COc1ccccc1N1CCN(C(=O)Cc2c(C(=O)O)[nH]c3ccc(Cl)cc23)CC1 | -5 | 12 | -3.2
C[C@H]1CCC(=O)N([C@H](COc2ccccc2)Cc2ccccc2)CC1 | -30 | 20 | -2.2
N#CCCN(C(=O)CN1CCN(S(=O)(=O)c2ccc3c(c2)OCCO3)CC1)c1ccc(F)cc1 | -12 | -9 | -0.1
COc1ccc(NS(=O)(=O)c2cc(NC(=O)c3ccc(=O)[nH]c3)ccc2N2CCCC2)cc1 | 11 | 6 | -0.6
COc1ccc(-n2c(N)cc(=O)[nH]c2=O)cc1 | -5 | 9 | -2.6
COc1cc(OC)c(C(=O)OCC(=O)NC23CC4CC(CC(C4)C2)C3)cc1OC | -15 | 8 | -1.6
Cc1ccc(C)c(NC(=O)C(c2ccccc2)N2CCN(CC(=O)N3CCOCC3)CC2)c1 (configuration not stated) | -27 | 0 | -4.1
CCN(C(=O)c1cc2c(s1)-c1ccccc1S(=O)(=O)C2)c1cc(OC)ccc1OC | -27 | -3 | -0.3
CC(C)NS(=O)(=O)c1ccc(OCC(=O)Nc2cccc3ccccc23)cc1 | -14 | 8 | -0.8
O=C(Cn1cnc2c(nnn2-c2ccccc2)c1=O)NCc1ccco1 | -10 | 5 | -1.0
COCCn1c(CN(Cc2ccccc2)Cc2ccccc2)nc2c1c(=O)n(C)c(=O)n2C | -37 | 6 | -2.2
CSCC[C@H](NC(=O)N1CCn2c1nc1ccccc12)C(=O)NC1CC1 | -19 | 10 | 0.0
CCCCCc1nc2c(c3c1CCCC3)CCCC2 | -33 | 5 | -1.1
CCN(CCO)C(=O)CC(c1ccccc1)c1cc(Br)ccc1O (configuration not stated) | -8 | 4 | -1.0
O=P(CO)(Cc1ccccc1)Cc1ccccc1 | -14 | 4 | -1.4
More compounds.
SMILES | OX1R antag-1 | OX1R antag-2 | STK33 inh
COc1ccc(CN2CCN(C(=O)C3CCN(C(=O)Nc4ccccc4)CC3)CC2)cc1OC | -24 | -1 | -0.2
COc1ccc(NC(=O)C2CCN(C(=O)[C@@H]3Cc4ccccc4CN3C(=O)OC(C)(C)C)CC2)cc1 | -25 | 2 | 0.9
CC(C)(C)c1nc2cc(Cl)c([N+](=O)[O-])cc2o1 | -13 | -2 | -1.7
Cc1ncc([N+](=O)[O-])n1Cc1ccccc1F | 2 | 18 | 0.2
CCOCCCNCc1cc(Br)ccc1OCC | -14 | 29 | -1.1
O=C(Nc1ccccc1)C1(c2ccccc2)CC1(Cl)Cl (configuration not stated) | -17 | 18 | -0.7
COC(=O)[C@]1(C)N[C@H](c2ccc(SC3CCCCC3)c(OC)c2)[C@@H]2C(=O)N(C)C(=O)[C@@H]21 | -20 | 34 | 0.0
Cc1ccc(C)c(N2CCN(C(=O)Cn3ncn4cccc4c3=O)CC2)c1 | -30 | 9 | -1.7
O=C(CSc1nc2c([nH]c3ccccc32)c(=O)n1-c1ccccc1)N1CCOCC1 | -16 | 15 | -1.8
CSc1cccc(NC(=O)c2nnn(Cc3ccccc3)c2N)c1 | 5 | 9 | -0.4
COC(=O)c1sc(NC(=S)NC(=O)c2ccccc2)nc1C | -14 | -2 | 0.2
CCC(C)NC(=O)c1ccc(-n2c(=S)[nH]c3ccccc3c2=O)cc1 (configuration not stated) | -6 | 15 | -0.4
O=C(CNc1cc(S(=O)(=O)N2CCCC2)ccc1OCC(F)(F)F)Nc1cc(Cl)cc(Cl)c1 | -13 | 9 | -1.1
N#Cc1ccccc1NC(=O)C(=O)NCC1CCCN1S(=O)(=O)c1cccs1 (configuration not stated) | 17 | 29 | -1.0
COc1cc2nc(/C=C/c3ccc(N(C)C)cc3)sc2cc1SC | 60* | 27 | -2.2
CCOC(=O)c1ccc(NC(=O)c2c(Cl)cc(C)nc2C)cc1 | -9 | 5 | 0.7
COC(=O)C1=C(C(=O)OC)[C@@H]2N(Cc3ccccc3)c3ccccc3[C@@]23C[C@@H](C(=O)OC)N(C(C)=O)C3=N1 | -26 | 17 | -1.3
CC(C(=O)N1CCc2ccccc21)N1CCN(Cc2ccccc2)CC1 (configuration not stated) | -18 | 0 | 1.1
CC(C)C[C@@H]1NC(=O)[C@H](Cc2ccccc2)N(C)C(=O)[C@H](C)NC(=O)c2ccccc2NC(=O)[C@H](Cc2ccc(O)cc2)N(C)C1=O | -18 | 10 | 4.2
Cc1ccc([N+](=O)[O-])cc1N(CC(=O)NCC1CCCO1)S(C)(=O)=O (configuration not stated) | -1 | 26 | 0.1
CCCCOC(=O)C1=C(N)N2C(=O)C(C)SC2=C(C(=O)OCC)C1c1ccc(O)c(OC)c1 (configuration not stated) | -40 | 1 | 0.9
CC1(C)Cc2ccccc2C(NN=C2CCCC2)=N1 | -27 | -1 | 0.2
O=C(Nc1sc2c(c1C(=O)NC1CC1)CCCCCC2)c1ccco1 | -46 | 18 | 0.6
NC(=NC(=O)c1ccccc1)C1=C(O)CCC1=O | -18 | 22 | 1.0
CC1=C(C#N)C(NC(=O)c2ccco2)(C(F)(F)F)C(=O)N1 (configuration not stated) | 4 | 7 | -3.0
Next section:
SMILES | OX1R antag-1 | OX1R antag-2 | STK33 inh
O=C(CN1CCC2(CC1)OCCO2)c1c[nH]c2ccccc12 | -9 | -5 | -0.6
COCCCNc1nc2c(-c3cccc(C)c3)nnn2c2ccc(Cl)cc12 | -31 | 14 | -0.4
CC1=CC(C)C(C(=O)O)C(C(=O)Nc2cccnc2)C1 (configuration not stated) | -3 | 9 | -2.2
CCOC(=O)c1ccccc1NC(=O)CN(c1ccccc1OC)S(C)(=O)=O | -14 | 7 | -0.5
Cc1ccc(C(=O)Nc2ccc3c(c2)OCO3)cc1Cl | -12 | 27 | 0.4
COc1ccccc1N(Cc1cc(=O)[nH]c2ccccc12)C(C)=O | -15 | -13 | -0.3
OCC1(CCc2ccccc2)CCN(Cc2c(F)ccc(F)c2F)CC1 | -20 | 1 | -3.0
COc1ccc(S(=O)(=O)N2CCCCC2)cc1NC(=O)CCCOc1ccc(C)cc1 | -32 | 0 | -1.6
CCOc1ccc(S(=O)(=O)N(CC(=O)Nc2cc(C)on2)Cc2ccccc2Cl)cc1 | -21 | 46 | -0.3
Cc1ccc(Cn2c(SCC(=O)N(C)C3CCS(=O)(=O)C3)nc3ccccc3c2=O)cc1 (configuration not stated) | -39 | 18 | -1.2
O=C1C=C(NNC(=O)c2cccnc2)CC(c2ccco2)C1 (configuration not stated) | -3 | 18 | 0.0
CC(O)CNc1nc2ccccc2n1-c1ncnc2sc3c(c12)CCC3 (configuration not stated) | -16 | 18 | 2.4
CC(=O)Nc1ccc(C(=O)N/C(=C\c2ccccc2)C(=O)Nc2cccc(C(=O)O)c2)cc1 | -9 | 11 | 0.6
Cc1ccc(NC(=O)Nc2c(C)[nH]c(=O)[nH]c2=O)cc1Cl | 2 | 2 | -0.4
COc1ccc(S(=O)(=O)N2CCN(c3ccc(F)cc3)CC2)cc1C(=O)N1CCOCC1 | -2 | 9 | -0.6
O=C(NC(=S)NNC(=O)c1ccco1)c1ccccc1 | 5 | 7 | 0.5
CCn1c(-c2cccc(Br)c2)n[nH]c1=S | 7 | 12 | -1.3
CCOC(=O)N1CCC(NS(=O)(=O)c2cc3c(cc2C)NC(=O)CO3)CC1 | -5 | 3 | -1.1
N#Cc1c(N2CCCCC2)nc(N)c2c(N)nc3c(c12)CC(c1ccccc1)O3 (configuration not stated) | -36 | 35 | 0.9
CSc1nc(N)cc(=O)[nH]1 | 2 | 6 | -0.4
O=C(NCCc1c[nH]c2ccccc12)/C(=C\c1ccco1)NC(=O)c1ccco1 | -15 | 14 | -1.2
NS(=O)(=O)c1ccc(CCNC(=O)COC(=O)C2COc3ccccc3O2)cc1 (configuration not stated) | 2 | 5 | -1.0
Cc1ccc(C(=O)Nc2cc(-c3ccn[nH]3)c(C)n(N)c2=O)cc1 | -12 | 9 | -1.2
O=C(Cc1csc(Nc2nc(=S)[nH]c3ccccc23)n1)N1CCN(c2cccc(C(F)(F)F)c2)CC1 | -15 | 26 | 0.3
COc1ccccc1N1CCN(C(=O)c2ccc(N3CCCC3=O)cc2)CC1 | -15 | 7 | -0.2
Remaining list, next part:
SMILES | OX1R antag-1 | OX1R antag-2 | STK33 inh
O=C1CSC(=Nc2ccc(Cl)cc2)N1 | 1 | 6 | 0.0
Cc1ccsc1/C=N/NC(=O)c1nnn(-c2nonc2N)c1CSc1ccccc1 | -4 | 16 | -1.0
CCC(C)NC(=S)Nc1ccccc1OC (configuration not stated) | -14 | 18 | -0.7
Cc1ccccc1-c1cc(C(=O)NCc2cccs2)nn1CC1CC(c2cccc([N+](=O)[O-])c2)=NO1 (configuration not stated) | -12 | 17 | -0.7
CCOC(=O)c1c(C)nc(C)c(C(=O)OCC)c1-c1cccnc1 | -15 | -2 | -0.1
CC(=O)c1cc2c(cc1NC(=O)Cn1nc(-c3ccc(C)cc3)ccc1=O)OCO2 | -18 | 14 | 1.1
CCOc1ccccc1NC(=O)c1ccc(OCC)c([N+](=O)[O-])c1 | 8 | 22 | -3.6
N#CC1=C(N)Oc2c(ccc3ccccc23)C1c1ccsc1 (configuration not stated) | -3 | 22 | -1.1
O=C(OCc1nnc(-c2ccc([N+](=O)[O-])cc2)o1)C1CCN(C(=O)c2ccc(F)cc2)CC1 | 6 | 38* | 0.5
COc1ccc(NC(=O)CN(Cc2ccccc2)S(C)(=O)=O)cc1 | -25 | 6 | -1.8
COc1cc(C)cc(C(=O)O)c1C1=C(O)c2cccc(O)c2C(=O)C1=O | -6 | 31 | 3.0
O=C(CCCC(=O)OCC(F)(F)C(F)F)Nc1ccc(NC(=O)CCCC(=O)OCC(F)(F)C(F)F)cc1 | -3 | 28 | 0.1
COc1cccc(/C=C/C(=O)OCC(=O)Nc2cccc(S(=O)(=O)N(C)C)c2)c1 | -13 | 19 | -1.2
COc1cc(/C=C(\C#N)C(=O)Nc2cccc(C(=O)O)c2)ccc1OCc1ccc(F)cc1 | -23 | 26 | 5.1
Nc1nnnn1/N=C/c1cccs1 | 9 | 13 | 0.8
CCN1CCN(c2ccc(S(=O)(=O)N3CCOCC3)cc2NC(=O)C(C)Oc2cccc(Cl)c2)CC1 (configuration not stated) | -36 | 15 | -0.8
COc1cc(CNCCc2ccc(S(N)(=O)=O)cc2)ccc1OCC(=O)N1CCCCC1 | -9 | 1 | -2.5
CCc1cc(C(=O)Nc2ccc(OC)nc2)sc1C | -6 | 31 | .
N#C/C(=C\c1ccc(C(=O)O)cc1)c1ccccn1 | -14 | 23 | 4.2
CN(C(=O)COC(=O)c1cc(Br)c(Br)s1)C1CCS(=O)(=O)C1 (configuration not stated) | -10 | 12 | -1.7
